KCNQ1 pot: potentiates or activates the human KCNQ1 potassium channel. 310,000 compounds, 0.35% hits. P51787. B-score at 10 µM. CHO-K1 KCNQ1, thallium flux FluxOR fluorescence; hits give high values;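 active = fluorescence ratio B-score, a plate-corrected score, at least three library SD, with initial intensity B-score within 5 SD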
Target sequence (P51787 whole entry, looked up): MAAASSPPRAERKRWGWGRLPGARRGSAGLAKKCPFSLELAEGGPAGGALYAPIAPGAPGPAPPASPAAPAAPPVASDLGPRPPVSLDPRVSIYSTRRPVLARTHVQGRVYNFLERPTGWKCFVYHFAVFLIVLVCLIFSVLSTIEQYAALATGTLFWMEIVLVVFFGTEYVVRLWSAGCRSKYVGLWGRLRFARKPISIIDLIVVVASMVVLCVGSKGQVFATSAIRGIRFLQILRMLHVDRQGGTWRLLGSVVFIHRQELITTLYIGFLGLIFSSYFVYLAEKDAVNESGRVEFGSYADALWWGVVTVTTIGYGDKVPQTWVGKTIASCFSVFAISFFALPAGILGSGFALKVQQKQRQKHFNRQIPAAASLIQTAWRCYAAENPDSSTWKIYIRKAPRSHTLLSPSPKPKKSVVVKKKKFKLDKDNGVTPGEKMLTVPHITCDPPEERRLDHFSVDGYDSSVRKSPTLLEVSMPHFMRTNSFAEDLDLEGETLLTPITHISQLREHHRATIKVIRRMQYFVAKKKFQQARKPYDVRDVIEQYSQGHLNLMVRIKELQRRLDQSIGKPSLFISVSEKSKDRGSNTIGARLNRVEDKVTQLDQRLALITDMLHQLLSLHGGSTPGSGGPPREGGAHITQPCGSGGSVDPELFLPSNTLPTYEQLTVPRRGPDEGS
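Test system: CHO-K1 cells stably expressing KCNQ1 / Medium: assay buffer / Also added: depolarizing K+/Tl+ stimulus, K2SO4 and Tl2SO4 each 12.5 mM in 5x stock / Incubation: 90 min dye loading and 20 min compound exposure, both at room temperature / Signal: thallium influx via FluxOR fluorescence, kinetic imaging / Evaluation: B score of baseline-normalized fluorescence ratio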
KCNK3 block: human KCNK3 channel inhibition, primary screen; B-score at 10 µM; O14649; 340,000 compounds, 0.84% hits; AID 602410; CHO-KCNK3 thallium flux, FluxOR fluorescence; hits give low values;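 active = B-score under library mean minus 4 SD, starting fluorescence ratio at most library mean plus 5 SD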;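 note: more negative B-score means stronger inhibition of thallium flux through KCNK3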
RGS4 pot: RGS4 potentiation or activation; HEK293 M3R/inducible RGS4, carbachol calcium flux Fluo4; hits give low values; B-score at 10 µM; 310,000 compounds, 0.92% hits; AID 463111;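 active = B-score of the integrated calcium signal more than 4 SD below the library mean, with starting fluorescence not abnormally high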;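 note: negative B-score means reduced calcium response which marks RGS4 activation or potentiation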
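System – HEK293 FlpIn-TREx cells, stable M3R, doxycycline-inducible RGS4 · Reagent – ECmax carbachol challenge · Times – compound preincubation 20 min at room temperature before agonist · Technique – Fluo4 fluorescence kinetic imaging of calcium · Measure – B score of integrated Fluo4 ratio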
KCNK9 block: blocks the human KCNK9 two-pore domain potassium channel; Q9NPC2; HEK293 KCNK9, FluxOR thallium flux fluorescence; hits give low values; B-score at 10 µM; 310,000 compounds, 1.2% hits;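 active = ratio B-score over 3 SD below the library mean, with starting fluorescence within 5 SD of its mean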;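 note: negative B-score means less thallium flux so channel inhibition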
DYRK1A inh: Dyrk1A (rat) kinase inhibition; ADP-Glo luminescence, NFATc1 peptide; inhibition, % at 12.5 µM; 310,000 compounds, 0.43% hits; AID 504441; in the data active = inhibition above about 50%;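 note: plate controls were vehicle with enzyme for no effect and no enzyme for full effect; many of its hits are not listed in these tables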
PolyA inh: inhibitors of polyadenylation in S. cerevisiae | S. cerevisiae SKY197-pL101 polyadenylation reporter, beta-gal luminescence; efflux-impaired pdr1/pdr3 knockout yeast; score 100 = 6 SD above DMSO | calls only at 12 µM | 300,000 compounds, 0.02% hits | AID 1875;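 active = lowest replicate activity score at least 50, where 100 means six control SD above control mean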;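 note: yeast exposed to compound for 9 h at 30 °C; higher score means more reporter readthrough which indicates perturbed polyadenylation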
KCNQ1 block: human KCNQ1 channel inhibition. P51787. CHO-K1 KCNQ1, FluxOR thallium flux fluorescence; hits give high values. B-score at 10 µM. 310,000 compounds, 1.3% hits. AID 2642;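 active = compounds whose thallium flux B-score, printed positive for inhibition, exceeds three library SD while starting fluorescence stays within three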;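 note: channel opened by potassium depolarization with thallium stimulus after 20 min compound exposure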
hERG rescue: shields human hERG channel from block by proarrhythmic agents; Q12809; CHO-hERG, FluxOR thallium flux, dofetilide IC70 present; activation (rescue from dofetilide block), less the hit threshold, % at 10 µM; 310,000 compounds, 0.51% hits; AID 1511;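 active = activation above the mean of controls blocked by dofetilide plus 5 SD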;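 note: thallium influx through hERG after potassium depolarization seen as dye fluorescence rise; in these data hits start at about 4.7%; inactives centre near -7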
GSK3A inh: human GSK-3 alpha kinase inhibition | AID 2650 | ADP-Glo luminescence, 60 min | 320,000 compounds, 0.1% hits | inhibition, % at 10 µM;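 in the data active = inhibition above about 50%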;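 note: GST-tagged GSK-3 alpha with peptide substrate and 25 µM ATP; 0% = DMSO neutral wells and 100% = GW8510 positive control wells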
RGS4 block: human RGS4 inhibition; B-score at 10 µM; 310,000 compounds, 0.45% hits; P49798; HEK293 M3R/RGS4 inducible, Fluo-4 calcium flux; hits give high values; triggered by carbachol at its EC20;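 active = B-score, a plate-corrected calcium signal, over three deviations above library mean, with baseline fluorescence within five deviations of library mean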;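 note: RGS4 expression induced by doxycycline in cells with stable M3 receptor; B-score is computed from the integrated fluorescence ratio over baseline after carbachol; higher B-score means a larger calcium signal and so more RGS4 inhibition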
Target sequence (P49798 whole entry, looked up): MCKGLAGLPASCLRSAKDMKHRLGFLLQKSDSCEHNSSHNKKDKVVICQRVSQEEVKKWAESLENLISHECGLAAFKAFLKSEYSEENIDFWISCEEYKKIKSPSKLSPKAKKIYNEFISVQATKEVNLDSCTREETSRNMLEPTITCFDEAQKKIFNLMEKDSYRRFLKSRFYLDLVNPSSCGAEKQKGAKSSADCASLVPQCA
GSK3beta inhib: blocks human GSK3beta kinase activity | GST-GSK3beta kinase, ADP-Glo luminescence, 60 min; hits give low values | activity score (negative = inhibition), % at 10 µM | 300,000 compounds, 0.038% hits | AID 2097;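 active = more than half of replicate wells score below -50%, meaning over 50% inhibition versus plate controls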;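 note: 0% = median DMSO wells and -100% = median GW8510 positive control wells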
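Test system – GST-tagged human GSK3beta kinase, cell-free · Incubation – 60 min enzyme reaction, room temperature · Signal – ADP-Glo luminescence · Also added – peptide substrate and ATP at 25 µM · Controls – DMSO neutral wells and GW8510 at 20 µM as positive · Buffer or medium – Tris/MgCl2 kinase buffer · Measure – Luminescence-derived activity versus plate DMSO and GW8510 wells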
* marks the source's active call; other numbers are inactive results; i = inactive; nt = not tested or not shown. An excerpt (hit frequency here may not be typical).

compound | DYRK1A inh | PolyA inh | RGS4 block | hERG rescue | RGS4 pot | GSK3beta inhib | KCNQ1 pot | KCNQ1 block | KCNK9 block | GSK3A inh | KCNK3 block
Cc1ccc(C)c(NC(=O)CN(C)C(=O)c2cc3ccccc3o2)c1 | -2 | i | i | -1 | i | -1 | i | i | i | -5 | i
CC(CNC(=O)c1ccc(Br)o1)NC(=O)c1ccc(Br)o1 (configuration not stated) | -3 | i | i | -7 | i | -1 | i | i | i | 0 | i
Cc1ccc(C(=O)CNc2nc3c(c(=O)[nH]c(=O)n3C)n2Cc2ccccc2)cc1 | 5 | i | i | -6 | i | -16 | i | i | i | 0 | i
Cc1nc2ccccc2cc1C(=O)N/N=C/c1ccccc1[N+](=O)[O-] | 1 | i | i | -3 | i | -3 | i | i | i | -3 | i
CCOC(=O)c1c(NC(=O)c2c(Br)cnn2CC)sc(C)c1C | 6 | i | i | -4 | i | -2 | i | i | i | -2 | i
O=C(Nc1ccccc1C(=O)NC(Cc1ccccc1)C(=O)O)c1ccccc1 (configuration not stated) | -2 | i | i | -8 | i | -3 | i | i | i | -1 | i
COc1ccc(/C=C\c2onc(C)c2S(=O)(=O)N2CCC(C(=O)NCc3ccco3)CC2)cc1 | -6 | i | i | -9 | i | 2 | i | i | i | 1 | i
O=C(CSc1nnc(NC(=O)c2cccc(F)c2)s1)NC1CCCC1 | -2 | i | i | -14 | i | 2 | i | i | i | 0 | i
Cc1c(CC(=O)O)c(=O)oc2c(C)c3occ(-c4ccc(Br)cc4)c3cc12 | -4 | i | i | -8 | i | -5 | i | i | i | 0 | i
Cc1ccc(Oc2nc(C(F)(F)F)nc3ccccc23)cc1 | 9 | i | i | -10 | i | -24 | i | i | i | 2 | i
COCC1CCN(C(=O)CCc2nnc(C3(c4ccc(Cl)cc4)CCC3)o2)C1 (configuration not stated) | -3 | i | i | -13 | i | 0 | i | i | i | 0 | i
CCCNC(=O)CN(Cc1ccccc1F)S(=O)(=O)c1ccc(C)cc1 | -15 | i | i | -8 | i | 2 | i | i | i | -4 | i
CC(C)(C)N1CC(OC(N)=O)C1 | -7 | i | i | -5 | i | -4 | i | i | i | -1 | i
COc1cc2c(cc1OC)C(C)N(C(=O)c1cc3c(=O)oc4ccc(C)cc4c3s1)CC2 (configuration not stated) | 5 | i | i | -12 | i | -2 | i | i | i | nt | i
Cc1ccc(-c2csc(NC(=O)C3=NN(c4ccccc4)C(=O)CC3)n2)cc1 | 0 | i | i | -15 | i | 1 | i | i | i | -1 | i
CCOC(=O)c1c(NC(=O)C[n+]2ccccc2)sc2c1CCCC2 | 11 | i | i | -11 | i | 5 | i | i | i | 5 | i
O=C(c1cc2nc(-c3ccccc3)cc(-c3ccccc3)n2n1)N1CCN(C(=O)c2ccco2)CC1 | 10 | i | i | -23 | i | 1 | i | i | i | -1 | i
Cc1ccc2nc(SCC(=O)Nc3ccc(Br)cc3)nc(=O)n2c1 | nt | i | i | -11 | i | 0 | i | i | i | -2 | i
Cc1ccccc1Cn1c(Cc2ccccc2)nc2ccccc21 | -1 | i | i | -15 | i | -4 | i | i | i | -2 | i
CCOC(=O)c1c(NC(=O)COC(=O)c2nccnc2N)sc(C(=O)N(C)C)c1C | 4 | i | i | -13 | i | 3 | i | i | i | -1 | i
O=C(CCn1c(=O)oc2ccccc21)N(Cc1ccccc1)c1ccccn1 | -2 | i | i | -1 | i | 1 | i | i | i | -4 | i
Cn1c(SCc2c(F)cccc2Cl)nnc1-c1cnccn1 | -6 | i | i | -20 | i | -2 | i | i | i | 3 | i
Cn1c(CC(=O)NC(C)(C)CO)c(Sc2ccccc2)c2ccccc21 | -1 | i | i | -11 | i | 9 | i | i | i | -5 | i
CC12CCC(=O)N1C(C(=O)NCc1ccc(Cl)cc1Cl)CS2 (configuration not stated) | 10 | i | i | -13 | i | 0 | i | i | i | -2 | i
CCOc1cc(S(=O)(=O)N2CCCCCC2)ccc1F | -2 | nt | i | -12 | i | 16 | i | i | i | 0 | i
COc1ccc(N2CC(C(=O)N3CCCC(C)C3)CC2=O)cc1 (configuration not stated) | -7 | i | i | -12 | i | 3 | i | i | i | -1 | i
CCn1cc(C(=O)N[C@@H](CCSC)C(=O)NCCO)c(=O)c2cc3c(cc21)OCO3 | -3 | i | i | 2 | i | -4 | i | i | i | 0 | i
CC(=O)N1CCN(C(=S)Nc2cc(S(=O)(=O)N3CCOCC3)ccc2Cl)CC1 | -1 | i | i | -14 | i | 8 | i | i | i | 0 | i
COc1cc(C(F)(F)F)c(C(=O)N(C)Cc2ccc(Cl)c(Cl)c2)cn1 | nt | i | i | -13 | i | -2 | i | i | i | -1 | i
COc1ccc(C(=O)NC2CCN(S(=O)(=O)c3ccccc3)CC2)cc1 | -7 | i | i | -6 | i | nt | i | i | i | -4 | i
CCOC(=O)c1oc2ccccc2c1NC(=O)c1cccs1 | 1 | i | i | -10 | i | -1 | i | i | i | -1 | i
CC(=O)N1CCc2cc(S(=O)(=O)Nc3ccccc3N3CCN(C)CC3)ccc21 | 2 | i | i | -3 | i | 1 | i | i | i | 0 | i
CCOc1cc(/C=N/NC(=O)c2nn(C)cc2Br)ccc1OCc1ccccc1Cl | 8 | i | i | -18 | i | -1 | i | i | i | -3 | i
CN1Cc2c(N3CCOCC3)nc3sc(C(=O)c4ccccc4)c(N)c3c2CC1(C)C | -5 | i | i | -3 | i | -7 | i | i | i | -1 | i
O=C(Nc1nc2ccccc2s1)c1ccc(Cl)s1 | 3 | i | i | 0 | i | 0 | i | i | i | 2 | i
Cc1ccc(CNC(=O)C2CCCN2S(=O)(=O)c2ccc(F)cc2)cc1 (configuration not stated) | 8 | i | i | -3 | i | 1 | i | i | i | -1 | i
O=C(Cn1cccc1C(=O)c1ccccc1)NCc1ccccn1 | -4 | i | i | -4 | i | 1 | i | i | i | nt | i
CC(CSc1nc2ccccc2s1)Cn1c(N2CCCC2)nc2c1c(=O)[nH]c(=O)n2C (configuration not stated) | 3 | i | i | -12 | i | 1 | i | i | i | 10 | i
COc1cccc(CNC(=O)CN2C(=O)CC(c3ccccc3)=Nc3ccccc32)c1 | nt | i | i | -16 | i | -2 | i | i | i | -1 | i
COc1cc2c(cc1OC)[C@H](C)N(C(=O)CSc1nc(O)c(C(C)C)c(=O)[nH]1)CC2 | -7 | i | i | -8 | i | 0 | i | i | i | -2 | i
CC1(C)C2CCC1(C)C(OC(=O)CSc1nc(N)cc(=O)[nH]1)C2 (configuration not stated) | -3 | i | i | -1 | i | 1 | i | i | i | 3 | i
CC1Cc2ccccc2N1C(=O)CSc1nnnn1C1CCCC1 (configuration not stated) | -2 | i | i | -12 | i | 1 | i | i | i | -1 | i
Cc1ccc(NC(=O)CNC(=O)c2ccc(C)s2)nc1 | 11 | i | i | -9 | i | -2 | i | i | i | 0 | i
N/C(=N\OC(=O)c1ccc(Cl)c(Cl)c1)c1cccnc1 | 1 | i | i | -4 | i | -1 | i | i | i | 0 | i
CCCCC(CC)C(=O)NCCCN1CCN(CCCNC(=O)C(CC)CCCC)CC1 (configuration not stated) | 18 | i | i | -4 | i | 3 | i | i | i | 1 | i
O=C1CN(C(=O)COC(=O)c2ccccc2O)c2ccccc2N1 | -2 | i | i | -8 | i | 1 | i | i | i | -1 | i
O=C(CCn1c(=O)[nH]c2ccsc2c1=O)Nc1ccc(F)c(F)c1 | -3 | i | i | -10 | i | 1 | i | i | i | 3 | i
C=CCc1cccc2cc(C(=O)Nc3ccc(F)cc3)c(=O)oc12 | 9 | i | i | -7 | i | 1 | i | i | i | -1 | i

Copied from above (2 entries):
compound | DYRK1A inh | PolyA inh | RGS4 block | hERG rescue | RGS4 pot | GSK3beta inhib | KCNQ1 pot | KCNQ1 block | KCNK9 block | GSK3A inh | KCNK3 block
CC1(C)C2CCC1(C)C(OC(=O)CSc1nc(N)cc(=O)[nH]1)C2 (configuration not stated) | -3 | i | i | -1 | i | 1 | i | i | i | 3 | i
CC1Cc2ccccc2N1C(=O)CSc1nnnn1C1CCCC1 (configuration not stated) | -2 | i | i | -12 | i | 1 | i | i | i | -1 | i

An excerpt from above in order of SMILES length, lowest first.
compound | DYRK1A inh | PolyA inh | RGS4 block | hERG rescue | RGS4 pot | GSK3beta inhib | KCNQ1 pot | KCNQ1 block | KCNK9 block | GSK3A inh | KCNK3 block
Cc1ccc(NC(=O)CNC(=O)c2ccc(C)s2)nc1 | 11 | i | i | -9 | i | -2 | i | i | i | 0 | i
O=C1CN(C(=O)COC(=O)c2ccccc2O)c2ccccc2N1 | -2 | i | i | -8 | i | 1 | i | i | i | -1 | i
C=CCc1cccc2cc(C(=O)Nc3ccc(F)cc3)c(=O)oc12 | 9 | i | i | -7 | i | 1 | i | i | i | -1 | i
O=C(CCn1c(=O)[nH]c2ccsc2c1=O)Nc1ccc(F)c(F)c1 | -3 | i | i | -10 | i | 1 | i | i | i | 3 | i
CC1(C)C2CCC1(C)C(OC(=O)CSc1nc(N)cc(=O)[nH]1)C2 (configuration not stated) | -3 | i | i | -1 | i | 1 | i | i | i | 3 | i
COc1cc2c(cc1OC)[C@H](C)N(C(=O)CSc1nc(O)c(C(C)C)c(=O)[nH]1)CC2 | -7 | i | i | -8 | i | 0 | i | i | i | -2 | i
